Screens: PubChem, National Center for Advancing Translational Sciences (NCATS)
3T3 cytotox = kills NIH 3T3 cells. 94,000 tested, 4.3% active. AID 1345082. NIH 3T3 viability, CellTiter-Glo ATP luminescence, 48-72 h. Potency, µM (highest dose often 96.7 µM), for inactives: at the top dose activity change, negative = cytotoxicity, most hits filed as inhibitors; note: potency is the fitted concentration of half-maximal effect; nearly all actives have a fitted effect of over 55% in size
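Viability of NIH 3T3 cells after 48 or 72 hr compound treatment at 37 °C was assessed by CellTiter-Glo, with luminescence imaged following a 10 min room-temperature step.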
GPT2 inh = GPT2 alanine aminotransferase inhibition; Recombinant GPT2, coupled pyruvate oxidase/HRP Amplex Red fluorescence; Potency, µM (series often up to 57.7 µM), for the others: top-dose activity change, negative = inhibition, usual class: inhibitors; 100,000 tested, 0.25% active; AID 1671188; note: potency is the fitted concentration of half-maximal effect; nearly all actives have a fitted effect of over 60% in size; many of its hits are not listed in these tables
Target sequence (Q8TD30 whole entry, looked up): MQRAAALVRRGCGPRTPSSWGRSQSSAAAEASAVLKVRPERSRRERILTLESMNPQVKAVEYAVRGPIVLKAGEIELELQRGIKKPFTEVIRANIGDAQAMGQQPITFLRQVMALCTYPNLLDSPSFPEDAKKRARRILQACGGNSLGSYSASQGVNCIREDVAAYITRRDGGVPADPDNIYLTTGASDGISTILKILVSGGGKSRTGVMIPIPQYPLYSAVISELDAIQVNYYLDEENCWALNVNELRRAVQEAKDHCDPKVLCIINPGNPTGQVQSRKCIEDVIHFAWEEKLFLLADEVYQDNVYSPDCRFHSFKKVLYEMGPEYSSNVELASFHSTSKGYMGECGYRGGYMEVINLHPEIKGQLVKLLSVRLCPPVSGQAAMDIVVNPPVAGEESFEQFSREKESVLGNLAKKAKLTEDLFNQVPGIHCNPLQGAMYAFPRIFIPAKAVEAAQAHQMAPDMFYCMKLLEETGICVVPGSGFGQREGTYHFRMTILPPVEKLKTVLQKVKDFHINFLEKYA
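Fluorescence read-out: pyruvate from GPT2 turnover coupled to pyruvate oxidase, HRP and Amplex Red (0.2mM ThPP, 0.2U/mL PO and HRP, 50uM Amplex final). Substrates 250uM a-KG, 2mM L-alanine; enzyme 10ng/uL; 30 min RT.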
SNCA viab count = counter-screen for SNCA expression inhibitors: cell viability | 150,000 tested, 0.12% active | Potency, µM (top dose mostly 57.1 µM), for the others: at the highest dose activity change, negative = cytotoxicity, usual class: cytotoxic | HEK-293-SNCA-luc viability, GF-AFC fluorescence, 24 h;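 note: potency is the fitted concentration of half-maximal effect; 0% = DMSO-treated cells and -100% = medium-only wells without cells; nearly all actives have a fitted effect of over 30% in size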
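HEK-293-SNCA-luc cells (1500/well) plated 24 h, then exposed 24 h to a dilution series; GF-AFC added 30 min at 37C, fluorescence 405/540 nm; normalised to medium-only and DMSO wells, Hill fit.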
HEK293 tox = kills HEK 293 cells. HEK 293 viability, ATP luminescence (CellTiter-Glo), 48-72 h. Potency, µM (top dose mostly 115 µM), inactives show top-dose activity change, negative = cytotoxicity, most hits filed as inhibitors. AID 1345083. 94,000 tested, 6.6% active; note: potency is the fitted concentration of half-maximal effect; nearly all actives have a fitted effect of over 60% in size
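250 HEK 293 cells/well; compound by pintool; incubated 48 or 72 hr at 37 degree Celsius; CellTiter-Glo added, 10 min RT, luminescence imaged.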
Luciferase inh = blocks purified firefly luciferase enzyme activity; purified P. pyralis luciferase, luminescence, biochemical; Potency, µM (titrated, usually from 115 µM), for the others: at the top dose activity change, negative = inhibition, most hits filed as inhibitors; 76,000 tested, 2.5% active; AID 1347043; note: potency is the fitted concentration of half-maximal effect; nearly all actives have a fitted effect of over 65% in size
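Biochemical qHTS: compound (6-point titration) added to 10uM D-luciferin plus 10uM ATP in Tris acetate pH 7.5 buffer with Mg, Tween-20 and BSA, then purified enzyme at 10nM; light output imaged.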
SNCA expr inhib = SNCA gene expression inhibition. Potency, µM (series often up to 57.2 µM), without a hit: top-dose activity change, negative = inhibition, most hits filed as inhibitors. 140,000 tested, 0.17% active. HEK-293 SNCA-luciferase knock-in, luminescence, 24 h;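 note: potency is the fitted concentration of half-maximal effect; plate controls were DMSO cells for no effect and cell-free wells for full effect; nearly all actives have a fitted effect of over 45% in size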
IP6K1 inh = IP6K1 kinase inhibition | IP6K1 kinase, ADP-Glo luminescence, 2 h; hits give low values | activity change, % (series mostly up to about 58 µM) | 140,000 tested, 0.81% active; in the data active = activity change below about -25%
Target sequence (Q92551 whole entry, looked up): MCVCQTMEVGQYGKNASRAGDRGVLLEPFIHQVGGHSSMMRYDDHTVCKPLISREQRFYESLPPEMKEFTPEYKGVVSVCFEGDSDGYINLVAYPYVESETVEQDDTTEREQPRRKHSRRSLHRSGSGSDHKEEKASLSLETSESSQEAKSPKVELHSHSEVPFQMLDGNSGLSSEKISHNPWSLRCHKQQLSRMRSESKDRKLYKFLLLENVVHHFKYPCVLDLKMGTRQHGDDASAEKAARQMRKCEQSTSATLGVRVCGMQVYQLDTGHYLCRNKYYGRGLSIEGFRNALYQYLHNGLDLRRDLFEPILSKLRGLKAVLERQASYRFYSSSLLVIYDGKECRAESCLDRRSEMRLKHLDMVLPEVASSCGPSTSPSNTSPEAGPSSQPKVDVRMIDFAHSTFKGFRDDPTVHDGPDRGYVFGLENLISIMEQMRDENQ
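ADP-Glo luminescence measures ADP made by human IP6K1 during a 2 h RT reaction with ATP/IP6 (mix at 1.3 mM/130 uM); top library doses 57.5 and 19.1 uM final.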
Starred values were filed as active, the others as inactive; i = inactive; ? = inconclusive; / = no result given; [ ] = dose if it differs, or a comment. Unless noted, calls come from the whole dose curve; as a rule, active = well fitted curve in the direction sought with a large enough effect; inconclusive = small, poorly fitted or top-dose-only effect, or another doubt; inactive = no such curve, though single readings can be large; an effect the other way counts as inactive or inconclusive. Unless noted, % is set by controls: 0 for no effect and ±100 for the full control effect.

#	Compound	3T3 cytotox	GPT2 inh	SNCA viab count	HEK293 tox	Luciferase inh	SNCA expr inhib	IP6K1 inh
1	COC(=O)c1ccccc1NC(=O)c1ccc2c(=O)n3c(nc2c1)CCCCC3	/	/	9%	/	/	-4%	21
2	Cc1cccc(C2CC(=O)Nc3cc4c(cc32)OCO4)c1 (stereo not given)	/	/	-24%	/	/	?	-6
3	COc1ccc(NC(=O)C2(C)CCCc3cnc(N(C)C)nc32)cn1 (stereo not given)	-27%[138 µM]	-5%[88.5 µM]	-25%[87.6 µM]	?	2%[172 µM]	-18%[87.6 µM]	6
4	Cc1cc(SCC(=O)Nc2ccc(F)cc2F)nc(=O)[nH]1	/	/	?	/	/	-7%	4
5	COc1cccc(C(=O)N2CCCC(c3nn(-c4ccc(Cl)cc4)c(=O)[nH]3)C2)c1 (stereo not given)	?	i	-2%	?	-2%	-7%	-1
6	COc1ccc(-c2cnc(NCc3ccccc3)c3c2CCO3)cc1	?	?	-12%[87.6 µM]	?	?	39%[activator][87.6 µM]	2
7	O=C(Nc1cc(-c2ccncc2)nn1-c1ccccc1)c1cccc(Br)c1	32µM*	-10%	-12%	?	/	-29%	-6
8	CCc1ccc(C2C(C(=O)Nc3ccccc3)=C(C)Nc3c(C(=O)Nc4ccc(C)cc4)cnn32)cc1 (stereo not given)	/	/	8%	/	/	-19%	-7
9	COc1ccc(CNC(=O)CN2C(=O)COc3ccccc32)c(OC)c1	/	/	-8%	/	/	?	-4
10	N=C(N)N	/	-5%	-1%[23.9 µM]	/	/	-15%[25.6 µM]	22
11	CN1C[C@@H](NS(=O)(=O)Cc2ccccc2)C[C@H]1c1nc(-c2ccccc2)no1	?	3%[88.5 µM]	-13%[87.6 µM]	?	-9%[172 µM]	28%[87.6 µM]	-5
12	Cc1ccc(C(=O)N2CCC(C(NC(=O)C(C)C)C(=O)NCC(C)C)CC2)cc1 (stereo not given)	-18%	3%	-7%	0%	-4%	3%	-13
13	COc1ccc(NC(=O)C(CC(C)C)NC(=O)C2CCCCC2)c(OC)c1 (stereo not given)	/	/	-5%	/	/	-30%	-11
14	CNC(=O)c1cc(C)nc2onc(C3CCN(C(=O)NC(C)C)CC3)c12	-19%	/	/	0%	/	/	-4
15	Cc1ccc(CN2c3ccccc3-c3nc(SCC(=O)NCc4ccccc4)ncc3S2(=O)=O)cc1	/	/	-2%	/	/	?	-2
16	CCN(CC)CCn1c(=N)n(CCOc2ccccc2Cl)c2ccccc21	/	/	?	/	/	?	4
17	CC(=O)N1CCN(c2cncc(C(=O)N3CCOCC3)n2)CC(O)C1 (stereo not given)	i	i	5%	i	-2%	3%	10
18	COc1nccnc1NC1CCN(C(=O)Cc2ccsc2)CC1	-26%	-3%	-16%	-3%	7%	-3%	-2
19	Cc1ccc(CSc2nc3ccc(NC(=O)COc4ccccc4)cc3s2)cc1	/	/	14%	/	/	-17%	6
20	O=C(COc1ccccc1)N1CCC(c2nc(C3CCOCC3)no2)CC1	-23%	-4%	-5%	?	-17%	-11%	-3
21	CC(C)CN1CCN(C(=O)C2CCCN(S(=O)(=O)c3ccccc3)CCC(=O)NCC2)CC1 (stereo not given)	-16%	?	3%	-22%	-9%	8%	-4
22	O=C(NCCn1ccn2nc(-c3ccc(F)cc3)cc2c1=O)c1cccc2[nH]ccc12	i	4%	-2%	i	-23%	-26%	-2
23	O=C1CC(c2noc(-c3ccco3)n2)CN1C1CCCCC1 (stereo not given)	-18%	i	9%	-26%	-10%	39%[activator]	10
24	CCOc1ccc(CC(=O)N2CCC(n3cc(-c4nc(C5CC5)no4)nn3)C2)cc1 (stereo not given)	-17%	i	5%	?	-3%	-8%	6
25	COc1ccc(-c2noc(N3CCC(C(=O)N4CCN(c5cccc(OC)c5)CC4)CC3)n2)cc1	/	/	-6%	/	/	-27%	-15
26	COc1ccc(S(=O)(=O)N2CCC(c3nnc(-c4ccccc4C)o3)CC2)c(OC)c1	/	/	?	/	/	?	20
27	CCc1nc2c(c(-c3ccc(Cl)cc3)n1)CCN(Cc1ccc(N(C)C)cc1)CC2	?	1%	-1%	?	2%	4%	-7
28	CCCCn1c(CN(C)Cc2cnn(-c3ccccc3C)c2)cnc1S(=O)(=O)CC	?	-19%	-7%	?	1%	-21%	14
29	COc1cccc(C(O)c2nc(C(=O)Nc3nc(C)cs3)c(C)o2)c1 (stereo not given)	?	-6%[88.5 µM]	-8%[87.6 µM]	?	?	3%[87.6 µM]	9
30	CCC(NC(C)C)C(O)c1ccc(O)c(O)c1 (stereo not given)	/	?	-3%	/	/	6%	/
31	COc1ccc(Cl)cc1NC(=O)CN1C(=O)NC2(CCCCC2)C1=O	-2%	-6%	1%	-2%	10%	32%[activator]	17
32	CCn1cc(S(=O)(=O)N2CCC(C(=O)O)(n3cccn3)CC2)cn1	3%	i	-15%	i	0%	?	7

Sorted by count of non-hydrogen atoms (highest first): part of the list above.
#	Compound	3T3 cytotox	GPT2 inh	SNCA viab count	HEK293 tox	Luciferase inh	SNCA expr inhib	IP6K1 inh
8	CCc1ccc(C2C(C(=O)Nc3ccccc3)=C(C)Nc3c(C(=O)Nc4ccc(C)cc4)cnn32)cc1 (stereo not given)	/	/	8%	/	/	-19%	-7
15	Cc1ccc(CN2c3ccccc3-c3nc(SCC(=O)NCc4ccccc4)ncc3S2(=O)=O)cc1	/	/	-2%	/	/	?	-2
25	COc1ccc(-c2noc(N3CCC(C(=O)N4CCN(c5cccc(OC)c5)CC4)CC3)n2)cc1	/	/	-6%	/	/	-27%	-15
21	CC(C)CN1CCN(C(=O)C2CCCN(S(=O)(=O)c3ccccc3)CCC(=O)NCC2)CC1 (stereo not given)	-16%	?	3%	-22%	-9%	8%	-4
26	COc1ccc(S(=O)(=O)N2CCC(c3nnc(-c4ccccc4C)o3)CC2)c(OC)c1	/	/	?	/	/	?	20
24	CCOc1ccc(CC(=O)N2CCC(n3cc(-c4nc(C5CC5)no4)nn3)C2)cc1 (stereo not given)	-17%	i	5%	?	-3%	-8%	6
19	Cc1ccc(CSc2nc3ccc(NC(=O)COc4ccccc4)cc3s2)cc1	/	/	14%	/	/	-17%	6
11	CN1C[C@@H](NS(=O)(=O)Cc2ccccc2)C[C@H]1c1nc(-c2ccccc2)no1	?	3%[88.5 µM]	-13%[87.6 µM]	?	-9%[172 µM]	28%[87.6 µM]	-5
13	COc1ccc(NC(=O)C(CC(C)C)NC(=O)C2CCCCC2)c(OC)c1 (stereo not given)	/	/	-5%	/	/	-30%	-11
9	COc1ccc(CNC(=O)CN2C(=O)COc3ccccc32)c(OC)c1	/	/	-8%	/	/	?	-4
6	COc1ccc(-c2cnc(NCc3ccccc3)c3c2CCO3)cc1	?	?	-12%[87.6 µM]	?	?	39%[activator][87.6 µM]	2
32	CCn1cc(S(=O)(=O)N2CCC(C(=O)O)(n3cccn3)CC2)cn1	3%	i	-15%	i	0%	?	7
2	Cc1cccc(C2CC(=O)Nc3cc4c(cc32)OCO4)c1 (stereo not given)	/	/	-24%	/	/	?	-6
30	CCC(NC(C)C)C(O)c1ccc(O)c(O)c1 (stereo not given)	/	?	-3%	/	/	6%	/
10	N=C(N)N	/	-5%	-1%[23.9 µM]	/	/	-15%[25.6 µM]	22

Carrying on:
Sequence of screens: 3T3 cytotox	GPT2 inh	SNCA viab count	HEK293 tox	Luciferase inh	SNCA expr inhib	IP6K1 inh
33	CCOC(=O)c1ccc(NC(=O)c2c(C)oc3nc(C)nc(N4CCCC4)c23)cc1
  /	/	6%	/	/	5%	6
34	COCC(=O)N1CCC(N2C[C@H](OC)[C@@H]2c2ccncc2)CC1
  4%	i	1%	4%	/	-4%	16
35	Cc1ccccc1NC(=O)c1sc2nc3n(c(=O)c2c1C)N=C(c1ccccc1)CS3
  /	/	12%	/	/	68%[activator]	11
36	COCCNc1ncnc2c1CN(c1ccccc1C)C(=O)CN2C
  -22%[138 µM]	?	6%[87.6 µM]	-2%[172 µM]	-11%[172 µM]	-13%[87.6 µM]	-2
37	COc1ccc(CNC(=O)c2ccc3c(c2)nc2n3CCOC2)c(OC)c1
  /	/	6%	/	/	64%[activator]	-7
38	CN(C)C(=O)N1CCN(C2CCNCC2)C(=O)C1
  4%[138 µM]	i	-18%[87.6 µM]	i	/	0%[87.6 µM]	7
39	Cc1cn(CC(=O)N[C@@H]2COCC[C@@H]2OCC2CC2)c(=O)[nH]c1=O
  -19%	3%	3%	-4%	-1%	21%	0
40	CN1[C@@H](CCC(=O)N2CC[C@@H](O)C2)CNC(=O)[C@@H]2[C@H]1CCN2Cc1csnn1
  -1%[174 µM]	?	-1%[87.6 µM]	i	-10%[172 µM]	18%[87.6 µM]	1
41	Cn1c(Cn2ccnc2)nnc1C1CCCN(c2ncccc2C(N)=O)C1 (stereo not given)
  4%	1%	0%	i	9%	-5%	-9
42	O=C(c1ccccc1Cl)N1CCC(C(=O)N2CCC(N3CCOC3=O)CC2)CC1
  -15%	i	11%	-1%	/	-28%	2
43	Cc1ccccc1C(=O)N1CCc2c(nc(-c3ccncc3)nc2N(C)C)C1
  ?	4%	-1%	?	-1%	-10%	0
44	COc1ccc2c(c1)c(CC(=O)Nc1cc(C)cc(C)c1)c(C)n2C(=O)c1ccc(Cl)cc1
  /	/	-15%	/	/	-4%	5
45	CC(CC(=O)NCc1ccc(Cl)cc1)CC1=NS(=O)(=O)c2ccccc2N1 (stereo not given)
  /	/	-2%	/	/	?	2
46	O=C(Nc1nnc(S(=O)(=O)N2CCCc3ccccc32)s1)c1ccc(Cl)cc1
  /	/	-3%	/	/	6%	15
47	COc1ccc(C(=O)N2C(C(=O)NCc3ccco3)COC23CCN(C(=O)CC(C)(C)C)CC3)cc1 (stereo not given)
  -12%	0%	2%	?	2%	15%	0
48	Cc1ccc(C(=O)N2CCn3c(nn(-c4ccc(F)cc4F)c3=O)C2)cc1
  -16%	i	8%	-16%	-6%	46%[activator]	-14
49	Cn1nccc1CCNC(=O)[C@H]1CNC[C@H](C(=O)N2CCOCC2)C1
  0%	-15%	-4%	-4%	8%	14%	-1

An excerpt (hit frequency here may not be typical).
